HTT aggregate – reduces HttQ103-GFP aggregates in PC12 cells; PC12 HttQ103-GFP aggregates, Acumen cytometry, 40 h; Potency, µM (titrated, usually from 46.1 µM), without a hit: top-dose activity change, negative = inhibition, usual class: inhibitors; 1.1% of 220,000 active; further: potency means the concentration at half of the fitted maximal effect; on the % scale 0 is the no-effect control and ±100 the full control effect; nearly all actives have a fitted effect of over 60% in size
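Using laser scanning cytometry, GFP-positive aggregates were counted after lysis of PC12 cells induced with 100 nM tebufenozide to express HTT exon 1 Q103–GFP. Compounds were tested in titration.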
NPSR antagonist – blocks cAMP signaling of the human neuropeptide S receptor | CHO-NPSR cells, cAMP TR-FRET, antagonist mode | Potency, µM (highest dose often 38.3 µM), without a hit: at the top dose activity change, negative = inhibition, actives largely listed as inhibitors | 1% of 220,000 active; further: potency means the concentration at half of the fitted maximal effect; on the % scale 0 is the no-effect control and ±100 the full control effect; nearly all actives have a fitted effect of over 50% in size; many of its hits are not listed in these tables
Target sequence (Q6W5P4 whole entry, looked up): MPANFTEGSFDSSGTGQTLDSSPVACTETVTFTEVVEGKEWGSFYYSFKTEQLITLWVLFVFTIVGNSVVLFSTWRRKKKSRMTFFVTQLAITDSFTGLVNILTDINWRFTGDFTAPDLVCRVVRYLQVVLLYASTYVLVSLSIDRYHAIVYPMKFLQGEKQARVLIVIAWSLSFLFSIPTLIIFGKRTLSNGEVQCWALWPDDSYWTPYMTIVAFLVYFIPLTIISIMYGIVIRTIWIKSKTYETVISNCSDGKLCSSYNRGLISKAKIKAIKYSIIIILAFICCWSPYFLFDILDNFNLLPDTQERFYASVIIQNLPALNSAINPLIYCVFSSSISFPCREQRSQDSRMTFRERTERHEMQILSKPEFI
CBFb-RUNX1 inh – inhibitors of human CBF-beta and RUNX1 interaction; Potency, µM (highest dose often 59.8 µM), for inactives: at the highest dose activity, negative = inhibition, hits mostly inhibitors; AlphaScreen CBFb-His/RUNX1-biotin binding, biochemical; Q01196+Q13951; 230,000 tested, under 10 active; further: % of control where 0% means no effect
Target sequence (Q01196 whole entry, looked up): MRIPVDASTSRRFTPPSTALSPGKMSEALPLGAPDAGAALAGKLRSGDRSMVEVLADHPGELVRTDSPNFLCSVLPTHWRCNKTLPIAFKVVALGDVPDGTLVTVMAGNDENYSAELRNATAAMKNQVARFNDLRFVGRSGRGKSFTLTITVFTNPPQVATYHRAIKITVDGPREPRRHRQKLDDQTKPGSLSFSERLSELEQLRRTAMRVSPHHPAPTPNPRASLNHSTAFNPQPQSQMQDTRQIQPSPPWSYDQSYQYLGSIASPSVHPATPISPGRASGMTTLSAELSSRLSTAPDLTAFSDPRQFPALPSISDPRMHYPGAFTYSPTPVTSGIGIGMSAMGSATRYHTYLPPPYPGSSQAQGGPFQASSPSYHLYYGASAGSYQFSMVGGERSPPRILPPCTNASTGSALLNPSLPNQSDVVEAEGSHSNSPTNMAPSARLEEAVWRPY
Target sequence (Q13951 whole entry, looked up): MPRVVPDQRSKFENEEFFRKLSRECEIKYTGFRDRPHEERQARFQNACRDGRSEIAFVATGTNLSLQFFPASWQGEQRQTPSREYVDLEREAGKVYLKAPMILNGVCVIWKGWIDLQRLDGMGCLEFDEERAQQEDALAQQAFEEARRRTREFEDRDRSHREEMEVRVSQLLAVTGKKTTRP
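Proteins preincubated together for 20 min at RT before compound addition; 15 min later, nickel and streptavidin beads were added and left 90 min prior to AlphaScreen measurement.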
IMPase Li inh – membrane-permeable IMPase blocker, potentiated with lithium | 0.35% of 210,000 active | Potency, µM (titrated, usually from 59.4 µM), without a hit: at the highest dose activity, negative = IMPase inhibition, most hits filed as inhibitors | CHO-M1 cells, IP1 TR-FRET (IP-One), carbachol + lithium;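 further: IP1 builds up when IMPase is blocked and the TR-FRET signal falls; potency means the concentration at half of the fitted maximal effect; plate controls were basal vehicle for no effect and high inhibitor control for full effect; nearly all actives have a fitted effect of over 50% in size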
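Readout is a homogeneous TR-FRET IP1 immunoassay (Ex 320, Em 665 and 620), where raised cytosolic IP1 lowers signal. Cells were CHO-M1 treated 30 min at 37C with test compounds plus a little lithium; AC50 values came from Hill-equation fitting.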
Epigenetic derep – regulators of epigenetic silencing causing reporter derepression in mouse cells | AID 1865 | 0.2% of 280,000 active | murine LDR cells, GFP reporter derepression, 30 h | Potency, µM (titrated, usually from 53.9 µM), without a hit: top-dose GFP activation, actives largely listed as activators; further: potency means the concentration at half of the fitted maximal effect; % of control where 0% means no effect; nearly all actives have a fitted effect of over 60% in size
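Readout is the number of GFP-expressing murine LDR cells, counted by cytometry following washing. Cells were treated with compound for 30 h at 37 C; the stably integrated CMV-GFP locus is normally silent.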
LMNA splice mod – LMNA splicing modulation; HeLa LMNA splicing GFP/RFP minigene ratio, 48 h; 0.01% of 200,000 active; Potency, µM (highest dose often 46.1 µM), inactives show at the highest dose ratio change, negative = inhibition, actives largely listed as inhibitors; active means well fitted inhibition curve with a large enough effect in the signal ratio, with a control signal flat, not every such curve was filed as active; inconclusive means small, poorly fitted or top-dose-only effect, or effect the other way, or a change in a side signal; the % refers to the signal ratio; further: potency means the concentration at half of the fitted maximal effect; on the % scale 0 is the no-effect control and ±100 the full control effect
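S3 HeLa stable clones carrying a lamin A-EGFP splicing minigene plus DsRed2 were seeded at 600 cells/well in Opti-MEM with 2% FBS, pin-dosed and incubated 48 h at 37°C. Acumen cytometry (488 nm) gave the GFP/RFP total-intensity ratio.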
KinaseGlo FLuc – Kinase-Glo luciferase inhibition (counter-screen); Potency, µM (top dose mostly 38.3 µM), without a hit: at the top dose activity change, negative = inhibition, most hits filed as inhibitors; AID 1379; 0.28% of 200,000 active; Kinase-Glo luciferase, ATP luminescence, 8 min; Q27757; further: potency means the concentration at half of the fitted maximal effect; on the % scale 0 is the no-effect control and ±100 the full control effect; nearly all actives have a fitted effect of over 60% in size
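Compound is pinned into ATP-containing buffer (10 uM ATP, imidazole pH 7.2, 7 mM MgCl2). Kinase-Glo luciferase reagent is then added. Light output is recorded following an 8-min room-temperature incubation.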
Active calls of the source: *; ? = inconclusive; . = no result given; & = joins results of further samples; [ ] = another dose, or the depositor's remark. Unless noted, the call rests on the fitted dose curve; in most records, active means well fitted curve in the direction sought with a large enough effect; inconclusive means small, poorly fitted or top-dose-only effect, or another doubt; inactive means no such curve, though single readings can be large; an effect the other way counts as inactive or inconclusive. These rows are one share of the data; rates above refer to the full screens.

SMILES	HTT aggregate	NPSR antagonist	CBFb-RUNX1 inh	IMPase Li inh	Epigenetic derep	LMNA splice mod	KinaseGlo FLuc
Cc1ccc(N(C(C)C(=O)O)S(=O)(=O)c2c(C)n[nH]c2C)cc1 (configuration not stated)	-8%	11%[46.1 µM]	8%	-22%[38.3 µM]	-4.1%	9%	5%
O=C(NCc1cccnc1)C1CCC(CNS(=O)(=O)c2ccc(Cl)cc2)CC1 (configuration not stated)	6%	6%	3%	15%	-0.1%	-19%[46 µM]	1%
COc1cc(/C=N/N2CCOCC2)ccc1OCc1ccccc1	-1%	9%	?	7%	-1.4%	.	-2%
O=C1CN(CC(=O)Nc2ccc(SC(F)F)cc2)CCN1	4%	18%	12%	-6%	2.0%	-2%	-2%
CC(=O)Nc1ccc(NC(=O)c2cc(C)nn2-c2ccccc2)cc1	9%	-5%[46.1 µM]	14%	0%	0.9%	-7%	5%
Cc1cc(NCCN(C)C)n2nc(-c3cccs3)cc2n1	-8%	-3%[46.1 µM]	10%	19%[38.3 µM]	1.8%	-9%	-8%
CCOC(=O)c1ccccc1NC(=O)CSc1nnc(COc2ccccc2C)n1C	-1%	-23%[46.1 µM]	1%	44%[activator][38.3 µM]	0.0%	26%	0%
CSCCOC(=O)COc1ccc(/C=N/NC(=O)c2c(Cl)cnn2C)cc1	-14%[9.22 µM]	-3%[7.67 µM]	-4%	.	-0.3%	.	.
Fc1ccc(NC(=S)Nc2cccnc2)cc1	7%	15%	-1%	-2%	-1.9%	.	0%
COc1ccc(S(=O)(=O)N2CCC(C(=O)NCc3ccccn3)CC2)cc1C	0%	0%[46.1 µM]	8%	16%[38.3 µM]	-2.1%	5%	1%
COc1ccc2c3c(cccc13)OCC2=O	-13%	-2%[7.67 µM]	2%	-3%[38.3 µM]	-0.6%	15%	-2%
COC(=O)[C@H](C)NC(=O)Nc1cc(OC)ccc1OC	?	1%[46.1 µM]	7%	1%	0.0%	-16%	-4%
CCN(CC)S(=O)(=O)c1ccc(C(=O)Nc2nnc(COC)o2)cc1	5%	-1%	?	-7%	1.9%	?	1%
CC(=O)OC(C(=O)NCS(=O)(=O)c1ccc(C)cc1)c1cccnc1 (configuration not stated)	-3%	3%[46.1 µM]	-5%	-1%[38.3 µM]	-0.7%	?	-5%
Cc1nn(Cc2c(Cl)cccc2Cl)c(Cl)c1/C=C/C(=O)OCC(=O)NCC(F)(F)F	?	-15%[46.1 µM]	5%	28%[38.3 µM]	5.1%	6%	17%
CCc1ccc(NC(=O)c2noc3c2CCC3)cc1	12%	-17%[46.1 µM]	-29%	36%[38.3 µM]	-0.1%	-4%	-20%
ClC1(Cl)CC1CSc1nc2ccccc2[nH]1 (configuration not stated)	-12%	-1%	10%	1%	-0.1%	8%[9.22 µM]	-2%
CN1CCN(CCC(=O)Nc2ccc(Br)cc2)CC1	-6%[9.22 µM]	-1%	3%	12%	-2.8%	-8%[46 µM]	-3%
Cc1ccccc1N1C(=O)c2cc(S(N)(=O)=O)c(Cl)cc2NC1C (configuration not stated)	.	-9%[46.1 µM]	-9%&12%	5%&19%	1.1%&-1.3%	-19%	-1%&-1%
Cc1ccc(-c2nc(CSCC(=O)NCc3cccnc3)c(C)o2)cc1	-19%	-15%[46.1 µM]	-3%	7%[38.3 µM]	0.0%	2%	-1%
Cc1cccc(CN2CCN(C3CCCC3)C(CCO)C2)n1 (configuration not stated)	4%[9.22 µM]	-8%	?	-4%	-1.0%	.	-2%
CC(=O)OC1CC2C(C)(C)C(O)CC[C@@]2(C)C2CC[C@@]3(C)C(c4ccoc4)OC(=O)C4OC43[C@]12C (some centres not stated)	.	.	.	-9%	0.4%	?	1%
O=C(N/C(=C\c1cccc([N+](=O)[O-])c1)C(=O)N1CCOCC1)c1ccc([N+](=O)[O-])cc1	.	0%	-3%	-1%	-1.1%	17%[46 µM]	-4%
CC(C)n1cc(/C(N)=N/O)c(=O)n(Cc2ccccc2)c1=O	2%[9.22 µM]	-12%	20%	.	2.2%	-7%[46 µM]	.
COC(=O)Nc1nn(-c2ccc(C)cc2)c(=O)c(C#N)c1C	-6%	23%	5%	3%	0.2%	-6%[9.22 µM]	1%
COc1ccc(CC(=O)Nc2ccc(-c3noc(-c4cccc(OC)c4)n3)cc2)cc1	17%	?	-11%	?	2.5%	-13%	-1%
O=C(Cn1cnc2c(nnn2-c2cccc(Cl)c2)c1=O)N1CCCC1	-2%	-9%[46.1 µM]	2%	13%[38.3 µM]	-1.0%	22%	-4%
CC(NC(=O)c1ccccc1)C(=O)N/N=C/c1ccc(O)cc1 (configuration not stated)	5%	8%	-2%	3%	-0.5%	?	5%
Cc1cccc(C(=O)N/N=C2/SCC(=O)N2Cc2ccccc2)c1	-11%[9.22 µM]	3%	10%	4%	-3.8%	14%[46 µM]	1%
COc1cccc(N2C(=O)CC(N3CCc4ccccc4C3)C2=O)c1 (configuration not stated)	-6%[9.22 µM]	0%	14%	.	0.1%	.	.
CCCSc1nnc(Cc2cc(=O)[nH]c(=O)[nH]2)n1-c1cc(C)ccc1C	13%	-7%[46.1 µM]	4%	0%[38.3 µM]	-1.0%	8%	-2%
CC(=O)OCC#CCSc1nc2ccccc2n1C	-19%	8%	0%	1%	-1.7%	2%	-1%
CC(C)(C)c1cc(CCC(=O)N2CCNCC2)c(C(C)(C)C)cc1O	-3%	-15%[46.1 µM]	8%	15%[38.3 µM]	0.9%	20%	1%
CCCNC(=O)Nc1nnc(C2CC2)s1	-7%[9.22 µM]	-9%	9%	4%	-1.2%	.	.
CCOC(=O)CSc1nc(C)[nH]c1[N+](=O)[O-]	.	0%	1%	3%	1.1%	.	-2%
COc1ccc(NC(=S)NC(=O)CC(C)C)c(OC)c1	28%	-27%	-2%	4%	-3.0%	-17%[46 µM]	-2%
CC(C)Cc1nnc(NC(=O)CSc2nc(O)c(Cc3ccccc3)c(=O)[nH]2)s1	?	6%	-6%	6%	-0.4%	.	1%
Cc1cccc(C)c1-n1c(C)cc(/C=N/NC(N)=S)c1C	12%	14%[46.1 µM]	?	14%[38.3 µM]	13%	7%	-2%
O=C(c1ccncc1)N(Cc1ccccc1)Cc1nc2ccccc2c(=O)[nH]1	-11%	-11%[46.1 µM]	-12%	-1%[38.3 µM]	-1.0%	-9%	2%
Cc1cc(C)c(C)c(OCC(=O)NCCN(C)C)c1	-6%	?	2%	18%[38.3 µM]	1.0%	-10%	-1%
CCCn1c(=O)c(C(=O)OCC)c(O)c2cc(Br)ccc21	7%	0%	-1%	-14%	1.1%	.	2%
CCOC(=O)c1ccccc1NC(=O)CSc1nncn1C	-1%[9.22 µM]	6%	0%	-3%	2.4%	.	3%
CCCCNC(=O)c1ccc(N2CCC3(CC2)OCCO3)c([N+](=O)[O-])c1	3%	8%	-5%	3%	1.0%	?	-1%
CC1C(c2ccccc2)=NNc2nc3c(c(=O)n(C)c(=O)n3C)n21 (configuration not stated)	-14%[9.22 µM]	-19%	15%	.	0.0%	.	.
Cc1ccc(C)c(N(CC(=O)NN=C2CCN(C)CC2)S(=O)(=O)c2ccccc2)c1	2%	9%	-2%	0%	0.9%	-7%	-2%
O=C(NCc1ccccc1)c1ccc(CNc2c(N3CCCC3)c(=O)c2=O)cc1	33%[9.22 µM]	2%	5%	.	-4.6%	.	.
CCCCNC(=O)Cc1cc(=O)[nH]c(=O)[nH]1	0%[9.22 µM]	-22%	-1%	6%	-0.2%	.	.
CCCCCc1cc(=O)oc2c(C(CCN(CC)CC)c3cc(OC)c(OC)c(OC)c3)c(OC)cc(OC)c12 (configuration not stated)	-2%[9.22 µM]	?	18%	.	6.1%	.	.
O=C(c1nn(Cc2ccccc2)c(=O)c2ccccc12)N1CCc2ccccc2C1	-9%	?	4%	15%[38.3 µM]	-0.8%	?	-1%
Cc1cc(/C=N/Nc2ncnc(N)c2[N+](=O)[O-])c(C)n1-c1ccccc1	-3%[9.22 µM]	-12%	-30%	.	0.0%	.	.

(listing goes on)
SMILES	HTT aggregate	NPSR antagonist	CBFb-RUNX1 inh	IMPase Li inh	Epigenetic derep	LMNA splice mod	KinaseGlo FLuc
COc1cccc(CNC(=O)CCS(=O)(=O)c2cccs2)c1	9%	-9%[46.1 µM]	1%	-38%[38.3 µM]	-2.3%	11%	0%
O=C(N1CCN(c2ccccn2)CC1)N1c2ccccc2Sc2ccccc21	?	-4%[46.1 µM]	-4%	42%[activator][38.3 µM]	5.7%	?	-1%
CCc1cccc(N(C(=O)c2csnn2)C(C(=O)NC(C)(C)C)c2ccccn2)c1 (configuration not stated)	3%[9.22 µM]	-11%	-1%	11%	-1.5%	.	1%
CN(C(=O)CN1C(=O)c2ccccc2S1(=O)=O)c1ccccc1C(=O)O	-27%	-2%[46.1 µM]	3%	19%[38.3 µM]	-1.1%	9%	1%

Entries shown so far containing an NH in an aromatic ring:
SMILES	HTT aggregate	NPSR antagonist	CBFb-RUNX1 inh	IMPase Li inh	Epigenetic derep	LMNA splice mod	KinaseGlo FLuc
Cc1ccc(N(C(C)C(=O)O)S(=O)(=O)c2c(C)n[nH]c2C)cc1 (configuration not stated)	-8%	11%[46.1 µM]	8%	-22%[38.3 µM]	-4.1%	9%	5%
ClC1(Cl)CC1CSc1nc2ccccc2[nH]1 (configuration not stated)	-12%	-1%	10%	1%	-0.1%	8%[9.22 µM]	-2%
CCCSc1nnc(Cc2cc(=O)[nH]c(=O)[nH]2)n1-c1cc(C)ccc1C	13%	-7%[46.1 µM]	4%	0%[38.3 µM]	-1.0%	8%	-2%
CCOC(=O)CSc1nc(C)[nH]c1[N+](=O)[O-]	.	0%	1%	3%	1.1%	.	-2%
CC(C)Cc1nnc(NC(=O)CSc2nc(O)c(Cc3ccccc3)c(=O)[nH]2)s1	?	6%	-6%	6%	-0.4%	.	1%
O=C(c1ccncc1)N(Cc1ccccc1)Cc1nc2ccccc2c(=O)[nH]1	-11%	-11%[46.1 µM]	-12%	-1%[38.3 µM]	-1.0%	-9%	2%
CCCCNC(=O)Cc1cc(=O)[nH]c(=O)[nH]1	0%[9.22 µM]	-22%	-1%	6%	-0.2%	.	.
